Bioassay records: PubChem, National Center for Advancing Translational Sciences (NCATS)
GAA glycogen mod – GAA glycogen-cleavage inhibition or activation. P10253. Potency, µM (doses to about 76.4 µM), for the others: at the top dose activity change, negative = inhibition, usual class: inhibitors. 300,000 compounds, 0.38% hits. recombinant GAA, glycogen substrate, Amplex Red glucose oxidase fluorescence; active = well fitted inhibition curve with a large enough effect; inconclusive = small, poorly fitted or top-dose-only effect, or another doubt; inactive = no such curve, though single readings can be large or run the other way;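 note: 0% = full enzyme reaction and -100% = no-enzyme basal signal; the screen sought inhibitors and activators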
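Recombinant human enzyme (4 nM); glycogen substrate; 37 C, 40 min, pH 5.0. Readout: coupled glucose oxidase/Amplex Red fluorescence.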
Starred values were filed as active, the others as inactive; ? = inconclusive; [ ] = dose if it differs, or a comment. Potency is the fitted concentration of half-maximal effect. A portion of the library; rates above refer to the full screens.

structure | GAA glycogen mod
COc1ccc(-c2nnc(SCC(=O)O)n2Cc2ccccc2)cc1 | 10.3%[76.3 µM]
Cc1coc2cc3oc(=O)c(CC(=O)NCCc4ccccc4F)c(C)c3cc12 | 12.5%[76.3 µM]
COc1ccc(-c2nnn(CC(=O)N(CC(=O)NC3CCCC3)c3ccccc3F)n2)cc1OC | 1.2%
CCCn1c(SCC(=O)NC2CCCC2)nc2c1c(=O)n(C)c(=O)n2C | -7.6%[76.3 µM]
O=C(NCCN1CCOCC1)c1c(O)nc2ccccn2c1=O | 12.1%[76.3 µM]
COc1ccc(/C=C/C(=O)NCCc2c[nH]c3ccccc23)cc1OC | 11.1%[76.3 µM]
O=C(O)c1cccc(Nc2nc(-c3cc4ccccc4oc3=O)cs2)c1 | -7.5%[76.3 µM]
COc1cccc(-c2nc(SCC(=O)Nc3ccc4c(c3)OCCO4)c(-c3ccc(C)cc3)[nH]2)c1 | -16.9%[76.3 µM]
Cc1ccc(NCc2cccn2-c2nnc(N3CCC(C(=O)NCc4ccc(OC(C)C)cc4)CC3)s2)cc1 | -2.4%[76.3 µM]
CC(NC(=O)C1CCC(C)(C(=O)O)C1(C)C)c1ccccc1 (stereo not given) | 16.9%[76.3 µM]
O=C(c1cc(=O)c2ccccc2o1)N(Cc1ccccc1)C1CCS(=O)(=O)C1 (stereo not given) | -4.4%[76.3 µM]
COc1ccc(NC(=O)CCS(=O)(=O)c2cccc3nonc23)cc1Cl | 2.2%
CC(C)(C)OC(=O)N[C@@H](Cc1ccccc1)C(=O)N[C@@H](CO)[C@H](O)[C@@H]1C[C@@H]1C(=O)N1CCCC1 | 16.4%[76.3 µM]
CCc1ccc(CNCc2c(C(=O)O)n(Cc3ccc(F)cc3Cl)c3cc(OC)ccc23)cc1 | -2.2%[76.3 µM]
COc1cccc(C(=O)OCC(=O)NCCCc2ccccc2)c1 | 0.5%
CCOC(=O)c1c(NC(=O)CSc2cn(CCNC(=O)c3ccc(OC)c(OC)c3)c3ccccc23)sc2c1CCCC2 | 11.5%[76.3 µM]
CCN(CC)C(=O)Oc1ccc2oc(=O)cc(-c3cc4cccc(OC)c4o3)c2c1 | -10.1%[76.3 µM]
O=C(Cc1ccccc1)NCC(=O)Nc1ccc(OC(F)(F)F)cc1 | -2.0%[76.3 µM]
O=C(COc1ccc(/C=N/NC(=O)c2ccncc2)cc1)Nc1ccccc1 | -0.2%[76.3 µM]
Cc1ccc(NC(=O)Cn2c(=O)c3ccccc3n3nncc23)cc1 | -2.3%[76.3 µM]

Reprinted at random: 6 records from the list
structure | GAA glycogen mod
Cc1ccc(NCc2cccn2-c2nnc(N3CCC(C(=O)NCc4ccc(OC(C)C)cc4)CC3)s2)cc1 | -2.4%[76.3 µM]
COc1ccc(-c2nnc(SCC(=O)O)n2Cc2ccccc2)cc1 | 10.3%[76.3 µM]
CC(C)(C)OC(=O)N[C@@H](Cc1ccccc1)C(=O)N[C@@H](CO)[C@H](O)[C@@H]1C[C@@H]1C(=O)N1CCCC1 | 16.4%[76.3 µM]
CCN(CC)C(=O)Oc1ccc2oc(=O)cc(-c3cc4cccc(OC)c4o3)c2c1 | -10.1%[76.3 µM]
COc1ccc(NC(=O)CCS(=O)(=O)c2cccc3nonc23)cc1Cl | 2.2%
O=C(NCCN1CCOCC1)c1c(O)nc2ccccn2c1=O | 12.1%[76.3 µM]

Next part
structure | GAA glycogen mod
Cc1c(CCC(=O)O)c(=O)oc2c(C)c3occ(-c4ccc(Br)cc4)c3cc12 | -0.3%
CCCCc1nnc(NC(=O)CN2C(=O)NC3(CCCCC3)C2=O)s1 | 4.8%[76.3 µM]
O=C(c1ccc(NS(=O)(=O)c2ccc(Cl)cc2)cc1)N1CCOCC1 | -10.1%
CC(C)(Oc1ccc(Br)cc1Cl)C(=O)Nc1ccon1 | -15.5%[76.3 µM]
COc1ccc(OC)c(C2CC(=O)Nc3c2c(=O)n(C)c2ncnn32)c1 (stereo not given) | 6.3%[76.3 µM]
CCc1cccc(NC(=O)C2CCCN(S(=O)(=O)c3cccs3)C2)c1 (stereo not given) | -6.9%
CCOc1ccccc1NC(=O)c1ccc2c(c1)C(=O)N(CC1CCCO1)C2=O (stereo not given) | -9.1%[76.3 µM]
CCN(CCCNC(=O)c1cc2c(=O)n(C)c3ccccc3c2s1)c1ccccc1 | -10.0%[76.3 µM]
COc1ccc(C(C(=O)NCC2CCCO2)N(C(=O)c2snc(C(N)=O)c2N)c2ccccc2C)cc1OC (stereo not given) | 2.4%
CCN(CC)C(=O)Cn1c(=O)n(CCCCCC(=O)NCc2ccccc2)c(=O)c2sccc21 | 6.3%[76.3 µM]
Cc1ccc(NCc2cccn2-c2nnc(N3CCC(C(=O)NC(C)C)CC3)s2)cc1 | -21.7%[76.3 µM]
CC1CCCN(S(=O)(=O)c2ccc(NC(=O)C3CCN(C(=O)c4ccco4)CC3)cc2)C1 (stereo not given) | 2.6%
COc1ccc(NC(=S)NCc2ccc(F)cc2)cc1 | -14.3%
COc1ccc(N2C(=O)c3cccc4c(N(C)CCO)ccc(c34)C2=O)cc1 | 0.7%[76.3 µM]
CC1(C(=O)N(CC(=O)NC2CCCC2)Cc2ccc(Cl)cc2)CC(=O)N=C2C=CC=CN21 (stereo not given) | 0.8%
COc1cccc(CN2CC(C(=O)NCc3cccc(N4CCCC4)c3)CCC2=O)c1 (stereo not given) | ?
Clc1ccc(NCc2nc3ccccc3n2CCOc2ccccc2)cc1 | 6.1%[76.3 µM]
CC(C)(C)OC(=O)N1CCC(CC2CC(c3ccc(Cl)cc3)=NO2)(C(=O)NCC2CCCCC2)CC1 (stereo not given) | 0.3%[76.3 µM]
CC(C(=O)NCc1ccccc1)N(Cc1ccccc1Cl)C(=O)c1snc(C(N)=O)c1N (stereo not given) | -3.5%[76.3 µM]
C=CCCCCCCCCC(=O)N1CCN(c2cc3c(cc2F)c(=O)c(C(=O)O)cn3CC)CC1 | -0.3%
COCCCNC(=O)c1cc2c(=O)n3cccc(C)c3nc2s1 | -8.1%
CN(C)C(CNC(=O)CCS(=O)(=O)c1ccccc1)c1ccccc1 (stereo not given) | -15.3%
Cc1ccc(Nc2c(-c3ccsc3)nc3c(C)cccn23)cc1 | 11.2µM*
O=C(NCc1ccccc1)C1CCCN1C(=O)Nc1ccccc1[N+](=O)[O-] (stereo not given) | 21.5%[76.3 µM]
C/C=C(\C)CN1CCC(n2nccc2NC(=O)CCc2ccccc2)CC1 | 0.7%[76.3 µM]
COc1ccc(CCNC(=O)CNC(=O)c2ccco2)cc1 | -0.9%
CC(C)CC(=O)Nc1nnc(SCC(=O)NC2CCCCC2)s1 | -11.8%[76.3 µM]
Cc1ccccc1CSc1nc(-c2cccc(F)c2)nc2c1Cc1c(CO)cnc(C)c1O2 | -4.8%[76.3 µM]
O=C1CCC(=O)N1c1ccccc1 | -2.2%[76.3 µM]
NC(=O)c1ccccc1NC(=O)Cc1cccs1 | 2.2%[76.3 µM]
CCOC(=O)c1cccc(NC(=O)CCc2nnc3ccc(N4CCOCC4)nn23)c1 | -3.8%[76.3 µM]
Cc1ccc(S(=O)(=O)N(C)C)cc1NC(=O)c1cc(=O)c2ccccc2o1 | -2.5%[76.3 µM]
CCN(Cc1ccncc1)C(=O)c1ccc(Br)o1 | 0.1%[76.3 µM]
Cc1ccc(C)c(CSc2cn(CCNC(=O)c3ccccc3F)c3ccccc23)c1 | -12.3%[76.3 µM]
CCCCCn1c(=O)[nH]c2cc(C(=O)N3CCN(c4ccccc4)CC3)ccc2c1=O | 7.7%[76.3 µM]
CC1CN(C(=S)NC2CCCC2)CC(C)O1 (stereo not given) | 1.3%[76.3 µM]
Cc1cc(C)cc(Oc2nc3ccccn3c(=O)c2/C=C(\C#N)c2nc3ccccc3s2)c1 | -1.8%[76.3 µM]
Cc1ccc(C(=O)O/N=C(\N)c2ccccn2)cc1C | 20.8%[76.3 µM]
COC(=O)c1cc(C(=O)Nn2cnnc2)cc([N+](=O)[O-])c1 | 3.3%[76.3 µM]
CC(CNc1nc2ccc(Cl)cc2n2cnnc12)c1ccccc1 (stereo not given) | 1.5%
COc1cccc2c1cc1c(=O)n(CC(=O)N3CCN(c4ccccc4)CC3)nc(C)n12 | -5.1%[76.3 µM]
CC(=O)c1cccc(NC(=O)NC(C)c2ccc3c(c2)OCO3)c1 (stereo not given) | -0.2%[76.3 µM]
Cc1ccc(S(=O)(=O)N2CCCC(c3nc4c(nnn4Cc4ccc5c(c4)OCCO5)c(=O)[nH]3)C2)cc1 (stereo not given) | -6.0%[76.3 µM]
O=C(NCc1ccco1)c1ccc2c(c1)N(Cc1c(F)cccc1Cl)C(=O)c1ccccc1S2 | 1.6%[76.3 µM]
Cc1ccc(NC(=O)CCc2nnc3n(C)c(=O)c4sccc4n23)cc1C | 2.0%[76.3 µM]
O=C(Nc1ccc(Br)cc1)C1CCCN1S(=O)(=O)c1ccc(F)cc1 (stereo not given) | -1.1%[76.3 µM]
CCN(CC)c1ccc(C(=O)Nn2c(C)nc3ccccc3c2=O)cc1 | -0.9%
O=C(CCNS(=O)(=O)c1ccc(Br)cc1)NCc1ccc(F)cc1 | 2.7%[76.3 µM]
O=C(CSc1nnc(-c2ccccn2)o1)Nc1ccccc1C(F)(F)F | 2.6%
O=S(=O)(NCCCN1CCOCC1)c1ccc(Cl)cc1 | 8.2%
Cc1ccccc1NC(=O)C1CCC(CNS(=O)(=O)c2ccc3c(c2)C(C)(C)C(=O)N3C)CC1 (stereo not given) | -4.7%[76.3 µM]
CCc1ccc(CN(C(=O)c2oc3ccccc3c2C)C2CCS(=O)(=O)C2)cc1 (stereo not given) | -13.9%[76.3 µM]
Fc1ccc(-n2c(=S)[nH]c3cccnc32)cc1 | -12.7%[76.3 µM]
Cc1cccc(NC(=O)Nc2nnc(N(C)Cc3ccccc3)s2)c1 | -9.5%[76.3 µM]
Cc1cccc(Cn2c(SCc3ccc(C(=O)NC4CCCCC4)cc3)nc3ccncc32)c1 | 0.8%[76.3 µM]
O=C(NCCNC(=O)c1cccc(O)c1)c1cccc(O)c1 | -14.5%
COc1cccc(CNC(=O)Cn2nc(C)n3c(cc4cc(C)ccc43)c2=O)c1OC | -5.1%[76.3 µM]
COc1cccc(NC(=O)CN2C(=O)CSc3ccc(S(=O)(=O)N4CCCCC4)cc32)c1 | -7.3%[76.3 µM]
CCC(=O)c1ccc(OCC(O)CN2CCc3ccccc3C2)cc1 (stereo not given) | -20.1%[76.3 µM]
CCCCc1ccc(/C(C)=N/Nc2cc(N3CCOCC3)nc(C)n2)cc1 | -16.8%[76.3 µM]

The list goes on.
structure | GAA glycogen mod
Cc1ccc(C)c(N2CCN(c3nccn4nc(-c5ccc(Br)cc5)cc34)CC2)c1 | -4.5%[76.3 µM]
COc1ccc(NC(=O)CCNS(=O)(=O)c2cccc3nsnc23)c(OC)c1 | -11.4%[76.3 µM]
NC(=O)CC(NC(=O)Cc1ccc(Br)cc1)c1ccc(NC2CC3CCC2C3)c([N+](=O)[O-])c1 (stereo not given) | 14.9%[76.3 µM]
CC(C)(C)n1nc2c(c1NC(=O)Cc1ccc([N+](=O)[O-])cc1)CS(=O)(=O)C2 | -3.0%[76.3 µM]
Cc1cc(C)c(S(=O)(=O)NCc2ccc3c(c2)OCO3)c(C)c1 | -13.3%[15.3 µM]
COc1ccc(OC)c(/C=C/C(=O)Nc2ccc(C(=O)OCCC(C)C)cc2)c1 | -9.6%[76.3 µM]
COc1ccc(C)cc1N(C(=O)c1ccco1)C(C(=O)NC1CCCC1)c1cc(OC)c(OC)c(OC)c1 (stereo not given) | -5.5%
O=[N+]([O-])c1ccc(N2CCN(c3cccc(Cl)c3)CC2)nc1 | -3.5%
COc1ccccc1N1CCN(CC(C)N(C(=O)C2CCCCC2)c2ccccn2)CC1 (stereo not given) | -0.3%
CC(C)(C)Cc1nnc(NC(=O)CCc2ccccc2)s1 | -0.7%[76.3 µM]
COc1ccc(OC)c(CC(NC(C)=O)C(=O)NC2CCN(C(=O)c3cccc(C)c3)CC2)c1 (stereo not given) | 6.3%[76.3 µM]
CC(NC(=O)Cn1ncc2c3ccccc3n(Cc3ccc(F)cc3)c2c1=O)c1ccccc1 (stereo not given) | 7.4%[76.3 µM]
Cc1ccc(N2CC(C(=O)Nc3nnc(SCCN4CCOCC4)s3)CC2=O)cc1C (stereo not given) | -8.3%[76.3 µM]
CCc1ccc(NC(=O)Cn2c(-c3cncs3)nc3ccccc32)cc1 | 16.3%[76.3 µM]
N#Cc1ccccc1OCC(=O)N1CCN(c2ccccc2)CC1 | 11.3%[76.3 µM]
Cc1ccc(C(=O)N2CCN(c3ccc(NC(=O)Cc4ccccc4)cc3)CC2)cc1 | -9.8%[76.3 µM]
N#Cc1ccccc1NC(=O)CN(Cc1ccccc1)Cc1ccccc1 | -8.6%[76.3 µM]
O=C(O)CC(NC(=O)/C(=C/c1ccccc1)NC(=O)c1ccccc1)c1ccccc1 (stereo not given) | 6.2%[76.3 µM]
COc1ccc(CNc2nc3ccccc3n2C(C)C)c(O)c1 | 15.0%[76.3 µM]
COc1ccc(Cl)cc1NC(=O)CCCn1c(C)c2cnn(-c3ccccc3)c(=O)c2c1C | -8.0%[76.3 µM]
COc1ccc(NS(=O)(=O)c2ccc(F)cc2F)cn1 | -0.9%
CCCC(=O)N(Cc1cc(=O)[nH]c2ccccc12)c1ccccc1 | 6.1%
CC(C)N1CCc2c(sc(NC(=O)c3ccc(S(=O)(=O)N4CCCCC4C)cc3)c2C(N)=O)C1 (stereo not given) | 3.4%[76.3 µM]
